ERa coact inh = ERα–SRC-1 coactivator interaction inhibitors, primary screen, biochemical, TR-FRET, ERα LBD, estradiol-bound; Estrogen receptor (Homo sapiens), P03372; TR-FRET ER-alpha LBD / SRC-1 peptide; inhibition, % at 25.6 µM; 1.7% of 86,000 active; AID 629, 2007; in the data active means inhibition above about 50%;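 further: 0% = receptor plus peptide control and 100% = peptide only without receptor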
LYP act = LYP phosphatase activators, primary screen, biochemical, DiFMUP fluorescence, 2 µM | 0.11% of 96,000 active | AID 697, 2007 | activation, % at 2 µM | Tyrosine-protein phosphatase non-receptor type 22 (Homo sapiens), Q9Y2R2 | recombinant LYP; 0 = plate median, 100 = signal doubled;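 active means activation at 2 µM above a set limit, the mean plus 5 SD, cut at about 37% in these data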
HUVEC tox TNFa = cytotoxicity in TNFa-stimulated HUVEC, primary screen, cytotoxicity control for VCAM1 expression modulator project, imaging, Hoechst nuclei count | HUVEC TNFalpha-stimulated, Hoechst cell count | cell count reduction, % at 2 µM | 0.17% of 93,000 active | AID 848, 2007;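 active means cell count reduction exceeding the screen mean by over 5 SD, scaled to untreated wells per plate, cut at about 78% in these data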;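 further: cells counted after 24 h of TNF alpha exposure following the 1 h pretreatment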
IL1B cytotox = cytotoxicity in IL-1B stimulated HUVEC, primary screen, cytotoxicity control for IL-1B NFkB translocation project, imaging, Hoechst nuclear count, IL-1B stimulus | HUVEC cell count loss | cell count reduction, % at 2 µM | 0.41% of 94,000 active | AID 845, 2007;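 active means cell count reduction more than 3 SD above the screen-wide mean, cut at about 70% in these data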;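 further: normalized per plate to untreated control cells as the no-loss baseline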
VCAM1 TNFa inh = inhibitors of TNFa-induced VCAM1 expression, primary screen, imaging, HUVEC, TNFa stimulus, immunofluorescence; inhibition, % at 2 µM; 0.48% of 95,000 active; HUVEC TNFa-induced VCAM-1 immunofluorescence, high-content imaging;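 active means inhibition above the batch mean plus 3 SD, with images confirmed as a hit by eye, cut at about 37% in these data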;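 further: 0% = TNF-stimulated DMSO wells and 100% = unstimulated control wells; not every result past the cut was called active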
FAK inh = FAK kinase inhibitors, primary screen, biochemical; Focal adhesion kinase 1 (Homo sapiens), Q05397; biochemical FAK kinase activity assay; inhibition, %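 (tested at 7 µM)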; 0.84% of 97,000 active; AID 727, 2007; in the data active means inhibition above about 19%;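 further: 0% = DMSO and 100% = reference compound high control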
Target sequence (Q05397 whole entry, looked up): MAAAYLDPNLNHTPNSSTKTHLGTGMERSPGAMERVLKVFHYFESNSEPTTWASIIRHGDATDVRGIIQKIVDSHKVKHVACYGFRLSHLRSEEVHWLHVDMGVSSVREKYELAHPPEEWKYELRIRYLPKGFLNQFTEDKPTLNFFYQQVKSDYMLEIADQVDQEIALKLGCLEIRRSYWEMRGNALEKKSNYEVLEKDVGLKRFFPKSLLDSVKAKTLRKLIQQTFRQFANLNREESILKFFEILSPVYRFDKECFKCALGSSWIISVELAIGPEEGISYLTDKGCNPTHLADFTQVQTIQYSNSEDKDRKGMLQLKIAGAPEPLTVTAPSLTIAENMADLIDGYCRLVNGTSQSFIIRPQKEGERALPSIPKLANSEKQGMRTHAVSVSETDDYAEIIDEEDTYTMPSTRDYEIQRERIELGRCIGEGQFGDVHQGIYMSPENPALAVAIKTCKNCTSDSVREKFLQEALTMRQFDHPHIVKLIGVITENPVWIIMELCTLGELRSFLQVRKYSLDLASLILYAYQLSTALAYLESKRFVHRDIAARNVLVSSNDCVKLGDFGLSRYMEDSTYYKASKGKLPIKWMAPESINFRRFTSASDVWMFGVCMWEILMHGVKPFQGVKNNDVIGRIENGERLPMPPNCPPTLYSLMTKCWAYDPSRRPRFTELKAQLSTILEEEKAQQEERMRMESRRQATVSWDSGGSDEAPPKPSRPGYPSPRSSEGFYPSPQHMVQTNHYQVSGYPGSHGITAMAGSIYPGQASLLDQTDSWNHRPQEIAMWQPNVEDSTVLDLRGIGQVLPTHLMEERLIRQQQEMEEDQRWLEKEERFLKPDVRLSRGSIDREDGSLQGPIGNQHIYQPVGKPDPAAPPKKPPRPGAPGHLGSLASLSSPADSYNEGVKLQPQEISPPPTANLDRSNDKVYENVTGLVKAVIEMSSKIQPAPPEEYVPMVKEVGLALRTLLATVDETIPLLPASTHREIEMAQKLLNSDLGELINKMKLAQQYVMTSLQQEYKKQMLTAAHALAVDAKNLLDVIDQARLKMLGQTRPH
Pyk2 oligo antag = antagonists of Pyk2 self-association, primary screen, Q293 cells, FERM NanoBiT luminescence, HTS; Protein-tyrosine kinase 2-beta (Homo sapiens), Q14289; active compounds read low; z-score (the deposit names both 25 µM and 10 µM); 0.83% of 99,000 active; AID 1347419, 2020;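 active means Z-score of -3 or lower, scaled per plate to the spread of control and sample wells; inactive means z-score above -3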;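 further: negative z-score means lost luminescence so less FERM oligomerization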
cytoskel mod = modifiers of F-actin cytoskeleton organization, primary screen, imaging, HUVEC, phalloidin staining, high-content imaging. HUVEC TNFa F-actin phalloidin imaging. inhibition, % at 2 µM. 0.18% of 91,000 active. AID 836, 2007;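 active means inhibition above the batch mean plus 3 SD and confirmed as a hit by visual image inspection, cut at about 30% in these data, passing the limit was not always enough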; further: strong numbers were not always called active
PTPN22 inh 2 = PTPN22 phosphatase inhibitors, primary screen, biochemical, DiFMUP fluorescence, 2 µM; Tyrosine-protein phosphatase non-receptor type 22 (Homo sapiens), Q9Y2R2; recombinant LYP catalytic domain; inhibition, % at 2 µM; 0.21% of 96,000 active;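 active means inhibition at 2 µM at or above a set limit, the screen mean plus 3 SD, cut at about 24% in these data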;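 further: 0% = DMSO with enzyme and 100% = enzyme fully blocked by orthovanadate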
* marks the source's active call; other numbers are inactive results; x = no result given; [ ] = dose if it differs, or a comment.

The opening 13 compounds, ahead of the listing:
# | Compound | ERa coact inh | Pyk2 oligo antag | LYP act | PTPN22 inh 2 | cytoskel mod
1 | Cc1[nH]c2ccccc2c1/C=N/O | -9 | 0.97 | -2 | 4 | -15
2 | Cc1ccc(C2SCC(=O)Nc3c2c(=O)[nH]n3C2CCOC(C)(C)C2)cc1 (stereo unspecified) | 4 | 1.1 | 0 | -3 | -2
3 | COC(=O)C1C2c3ccccc3OC1(C)N=c1s/c(=C/c3cnn(C)c3C)c(=O)n12 (stereo unspecified) | -1 | 1.2 | 9 | -10 | 5
4 | CCCCn1c(O)c(C(C)=NCC2CCCO2)c(=O)[nH]c1=O (stereo unspecified) | -7 | -0.65 | -1 | 4 | 2
5 | CCn1ncc(/C=C2/CC3C4CC=C5CC(O)CCC5(C)C4CCC3(C)C2=O)c1C (stereo unspecified) | -32 | x | 5 | -4 | 10
6 | FC(F)(F)c1ccc2c(c1)N(CCCN1CCN(CCCl)CC1)c1ccccc1S2 | 28 | -0.31 | -15 | 17 | 11
7 | COC(=O)C(O)(c1ccc(NC(=S)NC(=O)c2ccccc2)cc1)C(F)(F)F (stereo unspecified) | x | 0.23 | -7 | 11 | -3
8 | OCCOCC#CCN1CCOCC1 | -7 | 0.02 | -2 | -2 | 0
9 | O=C(Cn1cnc2sc3c(c2c1=O)CCCC3)NCCCC(=O)N1CCC2(CC1)OCCO2 | 0 | 0.13 | -6 | 7 | 6
10 | CCOC(=O)C1CN(C)CCC1=O (stereo unspecified) | -11 | 0.13 | 7 | -9 | 5

# | IL1B cytotox | HUVEC tox TNFa | VCAM1 TNFa inh | FAK inh
1 | 30 | -19 | -13 | 11
2 | -3 | -22 | 2 | -2
3 | -3 | -8 | -1 | 1
4 | -30 | -12 | 0 | -1
5 | 27 | -5 | 23 | 0
6 | -127 | -28 | 10 | 13
7 | 1 | -17 | 6 | -8
8 | -6 | -21 | -5 | -3
9 | -3 | -8 | 17 | 1
10 | -35 | 32 | 29 | 0

# | Compound | ERa coact inh | Pyk2 oligo antag | LYP act | PTPN22 inh 2 | cytoskel mod
11 | CC(=O)NC(C)Cc1ccccc1 (stereo unspecified) | -4 | -0.04 | -2 | 3 | 12
12 | O=C1NC(=O)N(Cc2ccccc2Cl)C(=O)/C1=C/N1CCOCC1 | 3 | 0.83 | 43* | -43 | 9
13 | CCN(CC)C(=O)c1ccc(N2C(=O)C3CC=C(Cl)CC3C2=O)cc1 (stereo unspecified) | 5 | 0.27 | -6 | 3 | -2

# | IL1B cytotox | HUVEC tox TNFa | VCAM1 TNFa inh | FAK inh
11 | x | -13 | -19 | 0
12 | -33 | -27 | 13 | 5
13 | x | -1 | 8 | 7

The whole of this part, from the first entry:
# | Compound | ERa coact inh | Pyk2 oligo antag | LYP act | PTPN22 inh 2 | cytoskel mod
1 | Cc1[nH]c2ccccc2c1/C=N/O | -9 | 0.97 | -2 | 4 | -15
2 | Cc1ccc(C2SCC(=O)Nc3c2c(=O)[nH]n3C2CCOC(C)(C)C2)cc1 (stereo unspecified) | 4 | 1.1 | 0 | -3 | -2
3 | COC(=O)C1C2c3ccccc3OC1(C)N=c1s/c(=C/c3cnn(C)c3C)c(=O)n12 (stereo unspecified) | -1 | 1.2 | 9 | -10 | 5
4 | CCCCn1c(O)c(C(C)=NCC2CCCO2)c(=O)[nH]c1=O (stereo unspecified) | -7 | -0.65 | -1 | 4 | 2
5 | CCn1ncc(/C=C2/CC3C4CC=C5CC(O)CCC5(C)C4CCC3(C)C2=O)c1C (stereo unspecified) | -32 | x | 5 | -4 | 10
6 | FC(F)(F)c1ccc2c(c1)N(CCCN1CCN(CCCl)CC1)c1ccccc1S2 | 28 | -0.31 | -15 | 17 | 11
7 | COC(=O)C(O)(c1ccc(NC(=S)NC(=O)c2ccccc2)cc1)C(F)(F)F (stereo unspecified) | x | 0.23 | -7 | 11 | -3
8 | OCCOCC#CCN1CCOCC1 | -7 | 0.02 | -2 | -2 | 0

# | IL1B cytotox | HUVEC tox TNFa | VCAM1 TNFa inh | FAK inh
1 | 30 | -19 | -13 | 11
2 | -3 | -22 | 2 | -2
3 | -3 | -8 | -1 | 1
4 | -30 | -12 | 0 | -1
5 | 27 | -5 | 23 | 0
6 | -127 | -28 | 10 | 13
7 | 1 | -17 | 6 | -8
8 | -6 | -21 | -5 | -3

Continued:
# | Compound | ERa coact inh | Pyk2 oligo antag | LYP act | PTPN22 inh 2 | cytoskel mod
9 | O=C(Cn1cnc2sc3c(c2c1=O)CCCC3)NCCCC(=O)N1CCC2(CC1)OCCO2 | 0 | 0.13 | -6 | 7 | 6
10 | CCOC(=O)C1CN(C)CCC1=O (stereo unspecified) | -11 | 0.13 | 7 | -9 | 5
11 | CC(=O)NC(C)Cc1ccccc1 (stereo unspecified) | -4 | -0.04 | -2 | 3 | 12
12 | O=C1NC(=O)N(Cc2ccccc2Cl)C(=O)/C1=C/N1CCOCC1 | 3 | 0.83 | 43* | -43 | 9
13 | CCN(CC)C(=O)c1ccc(N2C(=O)C3CC=C(Cl)CC3C2=O)cc1 (stereo unspecified) | 5 | 0.27 | -6 | 3 | -2
14 | CCc1cccc2c(C#N)cn(CC(=O)N3CCOCC3)c12 | -16 | -1.2 | 6 | -11 | 8
15 | CC12CCCCC1N(O)CN2O (stereo unspecified) | 26 | 0.69 | 10 | -8 | 10
16 | CN(Cc1ccccc1)Cc1ccccc1OC(=O)N(C)C | 8 | 0.69 | -3 | 0 | 18

# | IL1B cytotox | HUVEC tox TNFa | VCAM1 TNFa inh | FAK inh
9 | -3 | -8 | 17 | 1
10 | -35 | 32 | 29 | 0
11 | x | -13 | -19 | 0
12 | -33 | -27 | 13 | 5
13 | x | -1 | 8 | 7
14 | -15 | -31 | -12 | 2
15 | -14 | -17 | 3 | -6
16 | -1 | -13 | 22 | 4

Further structures follow.
# | Compound | ERa coact inh | Pyk2 oligo antag | LYP act | PTPN22 inh 2 | cytoskel mod
17 | CNC(C)Cc1ccccc1Sc1ccc(O)cc1 (stereo unspecified) | x | -0.63 | -5 | 8 | -18
18 | CC#CP(=O)(OCC)C(O)(c1ccccc1)C(F)(F)F (stereo unspecified) | -6[fluorescence artefact?] | 0.27 | -1 | 3 | 6
19 | CCC(=NCc1cccnc1)c1c(O)n(C2CCCCC2)c(=O)[nH]c1=O | 0 | -3.5* | 18 | -19 | 28
20 | CC(C)OC12Oc3ccccc3C=C1N1CCC2CC1 (stereo unspecified) | -9 | 0.93 | 6 | -7 | 20
21 | CC1CCN(S(=O)(=O)c2ccc(NN=C(C#N)C#N)cc2)CC1 | x | x | -24 | 26* | 22
22 | Cn1c(O)c(C=NCCc2c[nH]c3ccccc23)c(=O)n(C)c1=O | x | 0.28 | -4 | 1 | -3
23 | O=C(NCC(c1cccnc1)N1CCN(c2ccc(F)cc2)CC1)Oc1ccccc1 (stereo unspecified) | 6[fluorescence artefact?] | 0.46 | -3 | 4 | 12
24 | O=C(CSc1ccccc1)N1CCC2(CC1)OCCO2 | 5 | -0.12 | -2 | -1 | 0
25 | O=C1NCN(c2ccccc2)C12CCNCC2 | -16 | 1.1 | -4 | 3 | -11
26 | O=C(Nc1ccc(Cl)cc1C(=O)c1ccccc1)c1ccc(Br)o1 | x | -2.6 | 3 | 1 | -2

# | IL1B cytotox | HUVEC tox TNFa | VCAM1 TNFa inh | FAK inh
17 | 16 | -1 | -11 | 10
18 | -16 | 3 | 20 | -1
19 | 26 | -8 | 9 | 3
20 | -18 | -4 | -1 | -3
21 | 12 | -8 | -14 | -1
22 | -12 | -19 | 9 | -4
23 | 8 | -47 | 5 | 0
24 | -6 | -9 | 20 | 0
25 | 2 | 5 | -9 | 1
26 | -26 | -31 | 26 | 3

This is a subset; the hit share may differ from the screen's.
